# PriA SSB inh: inhibitors of Klebsiella pneumoniae PriA binding to SSB C-terminal tail | AlphaScreen SSBct-PriA binding, biotinylated peptide | inhibition, % at 33 µM | 430,000 compounds, 0.6% hits | AID 1272365; in the data active = inhibition mostly above about 37%, no sharp cut-off; inactive = mostly below about 20%;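 note: plate controls were negative control peptide for no effect and reference peptide for full effect; strong numbers were not always called active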
# Active calls of the source: *; & = joins results of further samples.
# Start of the data: the first three compounds, to show the layout:
SMILES,PriA SSB inh
Cc1cc(NS(=O)(=O)c2ccc(NC(=O)c3oc4cc(C)c(C)cc4c3C)cc2)nc(C)n1,15&0
Cc1ccc(Cl)cc1-n1ccn(CC#N)c(=O)c1=O,-5
O=C(Nc1nnc(-c2cccs2)o1)c1cc2cc([N+](=O)[O-])ccc2s1,-5

# The whole of this part, from the first entry:
SMILES,PriA SSB inh
Cc1cc(NS(=O)(=O)c2ccc(NC(=O)c3oc4cc(C)c(C)cc4c3C)cc2)nc(C)n1,15&0
Cc1ccc(Cl)cc1-n1ccn(CC#N)c(=O)c1=O,-5
O=C(Nc1nnc(-c2cccs2)o1)c1cc2cc([N+](=O)[O-])ccc2s1,-5
O=C(COc1ccccc1)N1CCN(c2ccc(N3CCOCC3)nn2)CC1,-4
CN(N=Cc1ccc(O)cc1O)c1ncc(C(F)(F)F)cc1Cl,-3
O=C(COc1ccc(Cl)cc1Cl)NCCn1ncc2c(=O)n(Cc3cccc(C(F)(F)F)c3)cnc21,4
Cc1cccc(S(=O)(=O)NCC2(O)CCCC2)c1,-11
CCOc1ccc(NC(=O)CN(C)S(=O)(=O)c2c(C(=O)OC)sc3ccccc23)cc1,7
COc1ccc(S(=O)(=O)N2CC[C@H](Oc3nccnc3OC)C2)cc1F,-10
COc1ccc(-c2cc(OCC(=O)Nc3cc(OC)cc(OC)c3)c3ccccc3n2)cc1,-7
COc1cccc(OC)c1C(=O)NNc1nc2c(C)cc(C)cc2s1,17
CC(=O)CSc1ncnc2c1nnn2Cc1ccc(Cl)cc1,10
Cc1cc(C)c(C)c(S(=O)(=O)Nc2ccc(C(=O)NCc3ccccn3)cc2)c1C,-10
CSc1ccccc1C(=O)N(CCn1cccn1)c1nc2ccccc2s1,3
Cc1cc(C)nc(N=Cc2c(O)[nH]c(=O)[nH]c2=O)c1,0
NCC(=O)c1ccc(-c2ccccc2)cc1,6
O=S(=O)(NCC(c1ccsc1)N1CCOCC1)c1ccc(N2CCCCS2(=O)=O)cc1 (stereo not drawn),-7
CCOCCCNC(=O)Nc1cn(C)c2ccccc12,12
O=C(CSc1ccc(NC(=O)C2CC2)nn1)NCc1ccc2c(c1)OCO2,-1&10
CN(N=Cc1c[nH]c2ccccc12)c1cnn(-c2ccc(F)c(Cl)c2)c(=O)c1Cl,7
O=C(NCCn1ccnc1-c1ncccn1)c1ccccc1C(F)(F)F,-2
CC(C)(C)NC(=O)Nc1nnc(SCC(=O)Nc2ccc3c(c2)OCO3)s1,-4
O=C(Cc1cc(-c2ccccc2F)on1)Nc1ccc2c(c1)OCCO2,6
COc1ccccc1N1CC(C(=O)Nc2ccccc2F)CC1=O (stereo not drawn),-14
Cc1cc(C)c(C)c(S(=O)(=O)NCCc2ccccc2)c1C,-11
CC1CCN(S(=O)(=O)c2ccc(-c3nc(C#N)c(NCc4ccc5c(c4)OCO5)o3)cc2)CC1,12
O=C(NN=C/C=C/c1ccc2c(c1)OCO2)c1ccc([N+](=O)[O-])cc1,-6
CC1(C)C2CCC1(CI)C(=O)C2=O (stereo not drawn),-3
CCOC(=O)CCC(=O)NCC#CCOc1ccccc1C(N)=O,-14
O=C(NCc1ccco1)c1ccc(OCc2ccc3ccccc3n2)cc1,1
O=S(=O)(NCCn1nc(C2CC2)cc1C1CC1)c1ccccc1Br,-2
Cc1cc(C)nc(NS(=O)(=O)c2ccc(NC(=S)NC(=O)c3ccccc3[N+](=O)[O-])cc2)n1,-8
O=C(NCC1(O)Cc2ccccc2C1)C1COc2ccccc2O1 (stereo not drawn),-4
O=C1CCC(C(=O)Nc2cnn(CC3COc4ccccc4O3)c2)N1 (stereo not drawn),-5
CCOC(=O)c1ccccc1NC(=O)COc1ccc(C)cc1C(C)(C)C,-3
COc1ccc(S(=O)(=O)N2CCN(c3ccc(N4CCCCC4C)nn3)CC2)c(OC)c1OC (stereo not drawn),15
Cn1c(=O)[nH]c(=O)c2c(N3CCN(C(=O)C4CC4)CC3)ccnc21,1
CCCNC(=O)CSc1ccc(NC(=O)c2cccc(F)c2)nn1,-5
Cc1ccc(NC(=O)CC(N)=NO)cc1C,2
CCOc1ccccc1C(=O)Nc1cc(-c2cn3nc(OC)ccc3n2)ccc1Cl,-10

# Five structures out of the list, arranged by SMILES length, highest first:
SMILES,PriA SSB inh
CCOc1ccc(NC(=O)CN(C)S(=O)(=O)c2c(C(=O)OC)sc3ccccc23)cc1,7
O=S(=O)(NCC(c1ccsc1)N1CCOCC1)c1ccc(N2CCCCS2(=O)=O)cc1 (stereo not drawn),-7
CSc1ccccc1C(=O)N(CCn1cccn1)c1nc2ccccc2s1,3
O=C(NCC1(O)Cc2ccccc2C1)C1COc2ccccc2O1 (stereo not drawn),-4
Cc1cccc(S(=O)(=O)NCC2(O)CCCC2)c1,-11

# New compounds follow:
SMILES,PriA SSB inh
COC(CNS(=O)(=O)CC12CCC(CC1=O)C2(C)C)c1cccc(F)c1 (stereo not drawn),2
Fc1ccc(Nc2ccnc3ccc(F)cc23)cc1,-8
CS(=O)(=O)N1CCC(C(=O)Nc2nnc(C3CCCCC3)o2)CC1,-10
COc1nccnc1OC1CCCN(C(=O)c2ccco2)C1 (stereo not drawn),-10
O=C(c1ccccc1Cl)N1CCC(Oc2ccc(C(F)(F)F)cn2)CC1,1
CCOC(=O)c1[nH]c2ccccc2c1NC(=S)Nc1cccc(Cl)c1C,22
CN(C)c1nccnc1O[C@H]1CCCN(C(=O)CCn2ccc(=O)[nH]c2=O)C1,-20
Cc1nc(C)c(C(=O)N2CCCCC2c2cc(C(N)=O)n[nH]2)s1 (stereo not drawn),4
O=C(NCc1cnn2ccccc12)c1cccc(Cl)c1,2
O=C(NN=Cc1ccncc1)c1ccccn1,3
O=C1NC(=Nc2ccccn2)SC1Cc1ccccc1 (stereo not drawn),4
OCCOCCNc1nc(-c2ccccc2)nc2sc(-c3ccccc3)cc12,-77&-18
CCc1ccc2c(c1)C(=NOC)C(=O)N2,14
O=C(NCCn1ccn2nc(-c3ccco3)cc12)NCc1cccs1,4
COCCN1CCC(CNC(=O)c2cccc(OC)c2OC)CC1,-1
O=C(/C=C/c1ccccc1)Nc1ccc(Br)cc1C(=O)c1ccccc1Cl,-4
O=C(Cn1ccn(-c2cccc(Cl)c2)c(=O)c1=O)Nc1ccccc1F,-26
O=C(NCc1ccc(Cl)cc1)c1n[nH]nc1Nc1ccc(OCc2ccccc2)cc1,7
CCOC(=O)c1c(NC(=O)/C=C/c2ccc([N+](=O)[O-])cc2)sc2c1CCN(C(=O)OCC)C2,2
Cc1cccc2sc(N(Cc3ccccn3)C(=O)/C=C/c3ccc4c(c3)OCO4)nc12,0
Cc1ccc(Cl)cc1NC1=CC(=NS(=O)(=O)c2cccs2)c2ccccc2C1=O,61
CCCCCn1c(SCc2nc(-c3ccc4c(c3)OCO4)no2)nc2ccsc2c1=O,-14
COCCn1c(SCc2nc(-c3ccc(F)cc3)no2)nc2ccsc2c1=O,-36
O=C(Cn1cnc2c(sc3cccc(Cl)c32)c1=O)N1CCN(c2ccc(F)cc2)CC1,-3
O=C(NN=Cc1cc([N+](=O)[O-])ccc1N1CCNCC1)c1ccc([N+](=O)[O-])cc1,-14
O=C(CCn1c(=O)oc2ccccc21)Nc1ccccc1F,-4
CO[C@@](C)(CNC(=O)C(=O)Nc1ccc(OC(F)(F)F)cc1)c1ccccc1F,-1
Cc1cc(C(=O)N2CC(c3nc(-c4cccc(C(F)(F)F)c4)no3)C2)c(C)o1,-17
Cc1nc(C)c(C(=O)N2CCCC(Oc3nccnc3N(C)C)C2)s1 (stereo not drawn),-3
COC(=O)c1ccc(CSc2ccc(NC(=O)C(C)C)nn2)o1,-7
CN1C(=O)C(C)(C)COc2ccc(NC(=O)COc3ccc(F)cc3)cc21,21
CCCCCCC(=NNS(C)(=O)=O)c1ccccc1,-8
C=CCC1(C#N)C(=S)NC(C)=C(C(C)=O)C1c1ccc(Cl)cc1 (stereo not drawn),8
O=[N+]([O-])c1cccc(C=Nn2c(C3CCCCC3)n[nH]c2=S)c1,-3
COc1ccc(-c2ccc(=O)n(CCCC(=O)Nc3nc(C)cs3)n2)cc1,0
Cc1ccc(-c2csc(NC(=O)c3ccc4c(c3)OCCO4)n2)o1,-7&21
O=c1c2ccccc2[nH]c(=S)n1/N=C\c1ccccc1,3
CCOC(=O)C1=C(C)N=c2sc(=CC(=O)OC)c(=O)n2C1c1ccc(OC)cc1 (stereo not drawn),17
COc1nn(C)cc1C(=O)NCc1cc(-c2ccccc2F)on1,1
COc1ccc(OC)c(-c2ccc(=O)n(CCNC(=O)Cc3cccc4ccccc34)n2)c1,-7
COC(=O)C1=C(C)N=c2sc(=Cc3ccoc3)c(=O)n2C1c1ccccc1 (stereo not drawn),3
CS(=O)(=O)N1CCN(C(=O)Cc2cc(=O)[nH]c(SCc3ccccc3F)n2)CC1,-18&-11
Cc1cccc2sc(N(CCCn3ccnc3)C(=O)c3ccc(Cl)s3)nc12,21
CCCCn1c(SCc2nc(-c3cc(OC)c(OC)c(OC)c3)oc2C)nc2ccccc2c1=O,2
Cc1nnc(N2C(=O)C(=O)C(=C(O)c3ccc(Cl)cc3)C2c2ccc([N+](=O)[O-])cc2)s1 (stereo not drawn),-7
O=C(CNC(=O)c1ccc(S(=O)(=O)N2CCCCC2)cc1)NN=Cc1ccco1,-14
Cc1c(O)ccc2c(CN3CCCCC3)cc(=O)oc12,-3
O=C(NN=Cc1cccc([N+](=O)[O-])c1)c1ccc(CN2CCOCC2)cc1,-10
NC(COc1ccc(C(=O)O)cc1)=NO,-9
O=C(NC1CCCC1)N1C2C=CCC1CC2 (stereo not drawn),0

# Continuation:
SMILES,PriA SSB inh
CCOC(=O)c1c(-c2ccc(F)cc2)csc1NC(=O)CSc1ncnc2sc(C)c(C)c12,-1
O=C(c1cccc(Br)c1)N1CCCSCC1CN1CCCC1 (stereo not drawn),-20
NC(=S)NN=Cc1ccc(C23CC4CC(CC(C4)C2)C3)cc1,3
COC1CCN(C(=O)c2cc3ccccc3[nH]2)CC1,-3
CS(=O)(=O)c1ccccc1C(=O)N1CCN(c2ccccc2)CC1,0
Cc1cc(NC(=O)/C=C/c2cccs2)no1,-12
Cc1ccc(C(CNC(=O)C(=O)NC2CC2)N(C)C)cc1 (stereo not drawn),-13
COC(=O)/C=C1\SC(=NN=Cc2ccco2)NC1=O,3
C[C@](O)(CNC(=O)CCc1ccccc1F)C1CC1,-10
O=C(NCc1ccsc1)C(=O)Nc1ccc(OC(F)(F)F)cc1,6
O=C(NCc1ccc2c(c1)OCO2)c1nnc(-c2ccccc2)o1,-12
Nc1nc(SCC(=O)Nc2ncn[nH]2)ncc1S(=O)(=O)c1ccc(Br)cc1,-13
Cc1nc2ccc(NC(=O)c3cccc(Cl)c3)cc2c(=O)n1-c1ccccc1,-1
O=C(NCCCn1nc(-c2ccncc2)ccc1=O)c1ccccc1Cl,-7
O=C(NCCS(=O)(=O)N1CCN(c2ncccn2)CC1)c1cccs1,-6
CSc1ccc(-c2noc(CN3C(=O)COc4cc(C)ccc43)n2)cc1,-14
COC1(CNC(=O)c2ccccc2Br)CCSC1 (stereo not drawn),11
O=C(Nc1onc2c1CCCC2)c1cccs1,-6
COC(C)(CNS(=O)(=O)CC12CCC(CC1=O)C2(C)C)c1cccc(Cl)c1 (stereo not drawn),-5
Cc1cccc(-n2c(CNC(=O)COc3ccccc3)nnc2SCC(=O)N2CCc3ccccc32)c1,-6

# Given as labelled records: part of the list above.
Nc1nc(SCC(=O)Nc2ncn[nH]2)ncc1S(=O)(=O)c1ccc(Br)cc1
  PriA SSB inh: -13

O=C(NCCS(=O)(=O)N1CCN(c2ncccn2)CC1)c1cccs1
  PriA SSB inh: -6

CSc1ccc(-c2noc(CN3C(=O)COc4cc(C)ccc43)n2)cc1
  PriA SSB inh: -14

O=C(NCc1ccc2c(c1)OCO2)c1nnc(-c2ccccc2)o1
  PriA SSB inh: -12

# Other results:
SMILES,PriA SSB inh
N#Cc1cnc(-c2ccccn2)nc1N,83*
COc1ccc(Cl)cc1S(=O)(=O)NCCN1CCN(c2ccccc2F)CC1,-9&-6
Cc1nc2nc(SCc3ccccc3Cl)nn2c(C)c1CCC(=O)O,-6
CN1CCc2cc(C(CNC(=O)C(=O)Nc3ccc(OC(F)(F)F)cc3)N3CCCCC3)ccc21 (stereo not drawn),4
C[C@]12CCC3C(CC[C@H]4CC(O)CC[C@]34C)C1CCC2=NNC(=O)c1ccncc1 (stereo partly drawn),-5
COC(=O)Nc1ccc(OC)c(N2CCCC2=O)c1,-23&-10
COCC(=O)N1CCCc2ccc(NC(=O)CCc3ccccc3Br)cc21,-1
O=C(Nc1cccc(-c2nc3ccccc3[nH]2)c1)c1ccc2ncsc2c1,3
CS(=O)(=O)c1nc2ccccc2n1CC(=O)N1CCN(c2ccccc2)CC1,-6
CCOC(=O)c1ccc(NC(=O)c2snnc2CC)cc1,2
O=C(CCc1ccc(C(F)(F)F)cc1)N(CCc1cccs1)Cc1ccco1,-27
Cc1nn(-c2ccccc2)c(Cl)c1C=NNC(=O)c1ccccc1NS(=O)(=O)c1cccs1,-6
CCOC(=O)C1CCN([C@H](c2cc(OC)c(OC)c(OC)c2)C2Sc3ncnn3C2=O)CC1 (stereo partly drawn),-21
Cc1ccc(Cl)c2sc(N(CCCN3CCOCC3)C(=O)c3ccno3)nc12,-11&3
COc1cn(C)c(C(=O)Nc2ccc(C(C)C)cc2)cc1=O,-9
CC1CCc2nc(NC(=O)c3cccc(C(F)(F)F)c3)sc2C1 (stereo not drawn),-43
Cc1cc(C(F)(F)F)nc(CCNC(=O)C2(c3cccs3)CCCC2)n1,-9
Cc1ccccc1-c1nc(CSc2nc3ccccc3c(=O)n2Cc2ccco2)c(C)o1,-15
COCCOC(=O)c1c(C)oc2ccc(OC/C=C/c3ccccc3)cc12,-5
CSc1ccccc1NC(=O)CCc1csc(NC(=O)c2ccco2)n1,-8
COc1ccc2nc(N3CCN(C(=O)c4cccc(F)c4)CC3)sc2c1,-17
C=C(C)C1CC=C(C)C(=NNC(=O)c2ccccc2[N+](=O)[O-])C1 (stereo not drawn),-7

# Screens deposited in PubChem by Small Molecule Screening Facility, UW Madison.

# Not all compounds are listed, so the mix of outcomes need not match the whole.
